Compound activity (PubChem)
ERG Ets-DNA blk: qHTS for Small Molecule Inhibitors of the ERG Ets/DNA interaction | Transcriptional regulator ERG (Homo sapiens), P11308 | fluorescence polarization, His-ERG Ets domain / labelled DNA | Potency, µM (highest dose often 76.9 µM), inactives show at the top dose FP activity, negative = inhibition, usual class: inhibitors | 370,000 compounds, 0.028% hits | AID 624246, 2012; active means well fitted inhibition curve with a large enough effect in the polarisation, with a control signal flat; inconclusive means small, poorly fitted or top-dose-only effect, or effect the other way, or a change in a side signal; inactive means no such curve, though single readings can be large or run the other way; the % refers to the polarisation;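 further: polarization taken with two DNA probes labelled with fluorescein and Texas red; potency means the concentration at half of the fitted maximal effect; % of control where 0% means no effect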
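His-tagged ERG Ets domain (1 uM in the protein solution; 300mM KCl, 50mM Tris-HCl, 1mM EDTA, 1mM DTT, pH 7.5) received compound, then a probe mix of 5 nM fluorescein-DNA and 100nM Texas-615-DNA. Fluorescence polarization was read for both dyes.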
JMJD2A Tudor: qHTS Assay for Inhibitors of JMJD2A-Tudor Domain; Lysine-specific demethylase 4A (Homo sapiens), O75164; AlphaScreen JMJD2A-Tudor / H3K4me3 peptide binding; Potency, µM (top dose mostly 114 µM), without a hit: at the highest dose activity change, negative = inhibition, most hits filed as inhibitors; 390,000 compounds, 4.4% hits; further: potency means the concentration at half of the fitted maximal effect; on the % scale 0 is the no-effect control and ±100 the full control effect; nearly all actives have a fitted effect of over 50% in size
BAZ2B block: qHTS Assay for Inhibitors of BAZ2B. AID 504333, 2011. AlphaScreen BAZ2B-H3K14Ac peptide displacement. 360,000 compounds, 4.4% hits. Potency, µM (series often up to 114 µM), for the others: top-dose activity change, negative = inhibition, usual class: inhibitors. Bromodomain adjacent to zinc finger domain protein 2B (Homo sapiens), Q9UIF8; further: potency means the concentration at half of the fitted maximal effect; on the % scale 0 is the no-effect control and ±100 the full control effect; nearly all actives have a fitted effect of over 60% in size
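Multi-concentration screen (max 110 uM) measuring displacement of acetylated histone H3 peptide from BAZ2B by AlphaScreen, using 50 nM protein, 50 nM peptide and 10 ug/mL streptavidin donor plus Ni-chelate acceptor beads.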
Tb PGK inh: qHTS Assay to Find Inhibitors of Phosphoglycerate Kinase; Phosphoglycerate kinase, glycosomal (Trypanosoma brucei brucei), P07378; PGK/GAPDH coupled, Kinase-Glo luminescence, 60 min; Potency, µM (series often up to 57.5 µM), for the others: at the highest dose activity change, negative = inhibition, actives largely listed as inhibitors; 380,000 compounds, 0.043% hits; AID 602233, 2012; further: potency means the concentration at half of the fitted maximal effect; on the % scale 0 is the no-effect control and ±100 the full control effect; nearly all actives have a fitted effect of over 60% in size
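Luminescent ATP detection (Kinase-Glo Plus) follows a 60-minute room-temperature incubation, with wells lacking PGK as controls. Buffer: 100 mM TEA (pH 7.6), 5 mM MgCl2, 0.01% Tween-20. Coupling enzyme GAPDH (100 nM final) supplies unstable 1,3-BPG in-well.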
PI4K2A inh: qHTS for small molecular inhibitors of PI4K2A | purified PI4K2A, ADP-Glo luminescence, 1 h; hits give low values | activity change, negative = inhibition, % at 76.9 µM | 420,000 compounds, 0.13% hits | AID 1346378, 2018; in the data active means activity change below about -50%; inconclusive means mostly about -30% to -49%;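 further: -100% = wells without enzyme as full effect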
Target sequence (Q9BTU6 whole entry, looked up): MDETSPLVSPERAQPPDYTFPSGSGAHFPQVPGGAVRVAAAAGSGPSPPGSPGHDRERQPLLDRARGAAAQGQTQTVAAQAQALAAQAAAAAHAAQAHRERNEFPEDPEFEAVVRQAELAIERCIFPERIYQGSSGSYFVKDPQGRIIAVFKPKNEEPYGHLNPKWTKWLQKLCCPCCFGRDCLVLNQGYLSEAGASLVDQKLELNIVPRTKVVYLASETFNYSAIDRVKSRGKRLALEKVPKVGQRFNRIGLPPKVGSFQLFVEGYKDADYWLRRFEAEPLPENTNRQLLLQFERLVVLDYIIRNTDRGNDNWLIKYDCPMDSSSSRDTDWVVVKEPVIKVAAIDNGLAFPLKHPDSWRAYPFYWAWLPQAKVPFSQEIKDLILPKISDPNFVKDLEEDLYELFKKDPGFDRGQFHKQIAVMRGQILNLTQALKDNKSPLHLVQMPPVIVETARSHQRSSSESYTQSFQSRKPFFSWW
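ADP-Glo luminescence measured ADP generated by PI4K2A enzyme (4 ug/mL before mixing) with 1.2 mM PI substrate (pre-mix) and 300 microM ATP (pre-mix). Tris pH7.5 buffer with MgCl2, Triton X-100; 1 h reaction at ambient temperature.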
HP1b chromo inh: HTS for Inhibitors of HP1-beta Chromodomain Interactions with Methylated Histone Tails; 390,000 compounds, 0.56% hits; Chromobox protein homolog 1 (Homo sapiens), P83916; AlphaScreen HP1-beta / biotin-H3K9me3 peptide binding; Potency, µM (top dose mostly 114 µM), without a hit: at the top dose activity change, negative = inhibition, most hits filed as inhibitors; further: potency means the concentration at half of the fitted maximal effect; nearly all actives have a fitted effect of over 70% in size; inactives centre near 23
Target sequence (P83916 whole entry, looked up): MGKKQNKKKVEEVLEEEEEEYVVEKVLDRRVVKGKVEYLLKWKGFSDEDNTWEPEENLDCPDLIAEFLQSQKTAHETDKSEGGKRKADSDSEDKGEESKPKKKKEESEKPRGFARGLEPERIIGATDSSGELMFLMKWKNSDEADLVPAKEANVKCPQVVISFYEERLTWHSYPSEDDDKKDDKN
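Compound inhibition of the preformed complex between 50 nM HP1-beta and 50 nM biotinylated H3K9me3 peptide was read by AlphaScreen. Buffer was PBS pH 7.4 with 0.01% Tween-20. Incubations ran 30 min at room temperature, with 10 ug/mL donor/acceptor beads.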
G9a inh: qHTS Assay for Inhibitors of Histone Lysine Methyltransferase G9a; Histone-lysine N-methyltransferase EHMT2 (Homo sapiens), Q96KQ7; G9a H3K9 monomethylation, AlphaScreen, 2 h; Potency, µM (titrated, usually from 102 µM), for inactives: at the top dose activity, negative = inhibition, usual class: inhibitors; 350,000 compounds, 8.8% hits; further: potency means the concentration at half of the fitted maximal effect; on the % scale 0 is the no-effect control and ±100 the full control effect; nearly all actives have a fitted effect of over 75% in size
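G9a (20 nM) preincubated 15 min RT with compounds, then 500 nM biotinylated H3K9 peptide and 20 uM SAM added; 2 h RT reaction. Monomethyl-H3K9 product detected by AlphaScreen with anti-H3K9me1 antibody, streptavidin donor and anti-rabbit IgG acceptor beads.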
Pin1 inhibitor: qHTS Assay to Find Inhibitors of Pin1; Potency, µM (series often up to 115 µM), for the others: at the top dose activity, negative = inhibition, most hits filed as inhibitors; Pin1 FP peptide displacement, HiFluor488, 10 min; 390,000 compounds, 0.009% hits; AID 504891, 2011; Peptidyl-prolyl cis-trans isomerase NIMA-interacting 1 (Homo sapiens), Q13526; active means well fitted inhibition curve with a large enough effect in the polarisation, with a control signal flat, not every such curve was filed as active; inconclusive means small, poorly fitted or top-dose-only effect, or effect the other way, or a change in a side signal; inactive means no such curve, though single readings can be large or run the other way; the % refers to the polarisation; further: potency means the concentration at half of the fitted maximal effect; on the % scale 0 is the no-effect control and ±100 the full control effect
Target sequence (Q13526 whole entry, looked up): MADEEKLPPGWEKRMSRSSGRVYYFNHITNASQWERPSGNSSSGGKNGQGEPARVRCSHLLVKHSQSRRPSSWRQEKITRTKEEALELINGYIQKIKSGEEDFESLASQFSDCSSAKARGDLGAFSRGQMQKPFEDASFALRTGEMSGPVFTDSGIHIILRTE
GLS inhibitor: qHTS for Inhibitors of Glutaminase (GLS); 410,000 compounds, 0.21% hits; Potency, µM (doses to about 45.5 µM), for the others: top-dose activity change, negative = inhibition, actives largely listed as inhibitors; Glutaminase kidney isoform, mitochondrial (Homo sapiens), O94925; GLS enzymatic activity, qHTS titration; further: potency means the concentration at half of the fitted maximal effect; on the % scale 0 is the no-effect control and ±100 the full control effect
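Enzyme dispensed in phosphate buffer (45 mM, pH 8.2, 0.02% Tween-20), compounds pinned in, then 1 mM L-glutamine solution and the glutamate oxidase–HRP–Amplex Red mix added; fluorescence read immediately and again after 30 min at room temperature.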
Numbers without * were called inactive; i = inactive; u = inconclusive; x = no result given; & = joins results of further samples; [ ] = another dose, or the depositor's remark. Unless noted, the call rests on the fitted dose curve; in most records, active means well fitted curve in the direction sought with a large enough effect; inconclusive means small, poorly fitted or top-dose-only effect, or another doubt; inactive means no such curve, though single readings can be large; an effect the other way counts as inactive or inconclusive.

SMILES	ERG Ets-DNA blk	JMJD2A Tudor	BAZ2B block	Tb PGK inh	PI4K2A inh	HP1b chromo inh	G9a inh	Pin1 inhibitor	GLS inhibitor
NNc1nc(-c2ccccc2)nc2sc3c(c12)CCCC3	6.0%	-10.8%	-24.1%	-9.6%	-0.5	15.6%	-5.3%[59 µM]	8.8%	-0.5%
CCOC(=O)C1=C(O)/C(=C\c2cc(C)n(-c3ccccc3F)c2C)N=C1C	19.8%	u	u	i	-1.1	20.4%	u	u	-19.7%
NC1=NC(=O)NC1(c1ccccc1)c1ccccc1	4.8%	-3.5%	x	4.9%	0.5	34.6%	x	4.2%	5.9%
Cc1cc(C(=O)Nc2sc(C)c(C)c2C#N)c(C)o1	4.0%	-4.6%	-3.7%	3.2%	-1.4	6.0%	-2.2%[59 µM]	16.5%	7.8%
Cc1cc(C)c(Cn2c(CCNC(=O)c3ccco3)nc3ccccc32)c(C)c1	2.6%	u	u	7.5%	-0.7	-15.0%	-10.5%[59 µM]	-1.3%	-3.9%
C=C(C)CN(CC)C(=O)COc1ccc(S(=O)(=O)Nc2ccc(OC)cc2)cc1	0.5%	0.0%	u	-0.2%	1.4	18.9%	u	3.5%	11.6%
FC(F)(F)c1cnc(Oc2ccccc2-c2nnco2)c(Cl)c1	-4.6%	-1.9%	13.9%	-12.1%	8.7	32.0%	-3.9%[2.33 µM]	0.2%	7.1%
COC(=O)c1cccc(C23CC4(C2)[C@H](CN(C)[C@@H]4c2ccccc2)C3c2ccc(C(F)(F)F)cc2)c1 (stereo partly specified)	-3.9%	u	-29.4%	i	-2.8	7.8%	9.2%[12.7 µM]	6.0%	3.5%
O=C(OCN1C(=O)c2ccccc2C1=O)c1cccc(OC(F)F)c1	-1.8%	-10.2%	-1.5%	4.1%	4.6	17.0%	22.1%	-1.9%	-15.8%
COc1ccc(S(=O)(=O)NCC(c2ccc(F)cc2)N2CCOCC2)cc1Br (stereo unspecified)	1.1%	-15.8%	6.1%	-0.1%	3.3	35.9%	u	5.5%	77.8%[activator]
Cc1c(C(=O)NC(C)c2ccccc2)sc2ncnc(N(C)C3CCCCC3)c12 (stereo unspecified)	-2.4%	-17.3%	-2.5%	-4.5%	-1.9	25.0%	5.8%[59 µM]	-0.9%	0.3%
O=C(O)CCCC(=O)N1CCCC1	15.4%	-16.5%	-16.6%	-5.8%	3.9	13.2%	9.3%	u	0.0%
CC(C)NC(=O)C(c1ccc(F)cc1)N(C(=O)CCC(=O)Nc1ccccn1)C1CCCC1 (stereo unspecified)	2.1%	-15.8%	3.5%	-8.1%	1.9	13.9%	2.5%	-6.5%	0.7%
OCC[C@@H]1C[C@H](O)[C@@H](O)[C@@]2(OCCCc3ccccc32)O1	1.3%	-18.6%	-0.3%	-1.0%	2.4	38.0%	-8.1%	2.1%	-7.2%
O=C(CN1CCCC1)Nc1ccc(Br)cc1	-0.3%	12.6µM*	50.1µM*	9.7%	2.0	u	4.47µM*	0.4%	8.6%
Cc1ccc(N=Cc2c(O)c3ccccc3oc2=O)c(C)c1	10.3%	5.4%	-12.3%	-11.7%	-4.1	44.9%[activator]	15.4%	-9.0%	0.4%
Cc1cc(C)nc(NC(C)(C)C(=O)O)n1	18.5%	-21.7%	8.3%	-2.8%	0.8	62.0%[activator]	x	55.0%[activator]	-9.3%
COc1ccc(NCCc2ccccn2)cc1	-18.5%	79.4µM*	56.2µM*	i	-3.4	-5.8%	39.8µM*	-8.6%	29.2%
C[C@H](CO)N1C[C@H](C)[C@@H](CN(C)S(=O)(=O)c2cn(C)cn2)Oc2ccc(NC(=O)Cc3ccccc3)cc2C1=O	2.6%	-8.5%	x	-1.7%	-0.4	34.3%	x	0.4%	1.4%
COc1ccc(CCNC(=O)c2cc(-c3ccccc3)c(N3CCOCC3)s2)cc1OC	0.3%	u	x	-1.9%	-5.6	23.6%	x	-0.2%	3.7%
Nn1c(SC/C=C/c2ccccc2)nnc1-c1ccccn1	1.1%	20µM*	11.2µM*	-1.6%	-7.0	31.1%	28.2µM*	-2.2%	5.7%
CNc1nc(N)c([N+](=O)[O-])c(N2CCCCCC2)n1	-12.9%	-19.2%	-18.7%	3.1%	-2.1	23.5%	8.4%[2.33 µM]	-1.5%	4.6%
C#CCOC(=O)c1csc2nnsc12	-16.8%	0.0%	-1.8%	-3.3%	-0.4	32.3%[activator]	18.1%[59 µM]	4.4%	0.2%
CCOc1cccc2cc(C(=O)NCc3ccc(F)cc3)c(=N)oc12	14.1%	-13.8%	-9.2%	-0.5%	5.2	25.6%	11.2%	0.1%	6.1%
Cc1ccc2c(c1)N(CCC(=O)NC1CCCCC1)C(=O)CO2	u	-1.4%	15.0%	-3.7%	-0.5	25.4%	-5.6%	-8.3%	2.0%
The list continues:
SMILES	ERG Ets-DNA blk	JMJD2A Tudor	BAZ2B block	Tb PGK inh	PI4K2A inh	HP1b chromo inh	G9a inh	Pin1 inhibitor	GLS inhibitor
O=S(=O)(c1ccccc1)c1nc(-c2ccco2)oc1NCc1ccco1	-5.9%	u	u	10.3%	-4.8	u	u	1.7%	13.0%
Cc1ccc(N2C(=O)C3C(C(=O)c4ccccc4)=NN(c4ccccc4)C3C2=O)cc1 (stereo unspecified)	5.7%	29.1%	14.0%	2.5%	1.6	98.5%[activator]	1.3%[59 µM]	u	9.5%
CC1=C(C(=O)OC(C)C)C(c2ccc(Cl)cc2)n2c(s/c(=C\c3ccc(OCC(=O)O)cc3)c2=O)=N1 (stereo unspecified)	1.7%	u	44.7µM*	u	-6.9	u	u	u	11.2µM*
CSc1nc2nc3c(cc2c(=O)n1-c1ccccc1C)COC(C)(C)C3	-1.4%	-9.1%	1.1%	i	-1.7	63.3%[activator]	6.7%	-3.1%	2.8%
Cc1cc2[nH]c(=O)c(=O)[nH]c2cc1S(=O)(=O)N1CCN(c2ccccc2F)CC1	-11.3%&-2.6%	1.0%&-17.5%	-14.5%&-1.7%	-9.6%&-9.8%	-0.9&0.9	39.1%&-10.2%[activator]	4.4%&0.7%[59 µM]	-1.2%&-0.7%	-6.2%&4.7%
O=C(c1cc2c(=O)n3ccccc3nc2s1)N1CCN(Cc2ccc3c(c2)OCO3)CC1	10.0%	6.2%	2.7%	0.6%	0.3	50.9%[activator]	-6.9%	5.2%	0.1%
O=C(NCCOC(=O)C1COc2ccccc2O1)C1COc2ccccc2O1 (stereo unspecified)	-4.2%	-3.7%	-1.3%	-9.2%	1.0	32.6%	u	0.0%	-3.0%
CC(=O)OCC(=O)Nc1ccc(N=Nc2ccccc2)cc1	-2.6%	u	u	-0.5%	-4.3	-31.6%	-17.8%[59 µM]	-2.8%	-6.8%
O=C(CN1C(=O)C2CCCCN2C(=O)c2ccccc21)N1CCCc2ccccc21 (stereo unspecified)	3.2%	-9.6%	-3.9%	2.5%	-1.8	28.0%	-0.2%	-4.9%	2.5%
C=CCSc1nnc2n(CCc3ccccc3)c(=O)c3c4c(sc3n12)COC(C)(C)C4	0.1%	-5.7%	2.9%	-4.3%	-4.0	23.6%	6.3%	-3.2%	7.0%
CCCCCOC(=O)c1ccccc1C(=O)O	23.5%	-23.6%	2.6%	-4.3%	3.1	38.7%	-1.8%[59 µM]	2.9%	-27.6%
Cn1c(SCC(=O)N/N=C/C=C/c2ccco2)nc2ccccc21	-3.8%	u	44.7µM*	-6.1%	-18.5	-13.9%	7.08µM*	u	-9.9%
Cc1cc(=O)oc2cc(NC(=S)NCc3cccnc3)ccc12	6.6%	-14.0%	-8.3%	-9.9%	12.2	36.3%	x	4.1%	7.4%
CC12CN3CCN(CC(C3)/C1=N/NC(=O)Nc1ccccc1)C2	-8.9%	-10.4%	2.5%	-0.9%	-1.9	18.7%	-4.8%	1.1%	0.0%
Cc1ccc(NS(=O)(=O)c2ccc3[nH]c4c(c3c2)CCCCC4)cc1	9.1%	u	-31.3%[57.1 µM]	i	2.7	-18.9%	14.1µM*	2.5%	-12.9%
Cc1cccc(N2C(=O)CC(Sc3nc(C)c4c(n3)CCCC4)C2=O)c1 (stereo unspecified)	12.1%	-7.1%	7.9%	-7.9%	0.2	37.1%	-39.3%	2.2%	3.0%
